T cell modulator: modulators of CD8 T cell-vesicle binding, primary screen, mouse 2C CD8+ T cells, flow cytometry. 2C CD8+ T cell-vesicle binding; stronger effect = lower value. calls only at 7 µM. hit rate 0.068% among 330,000. AID 2052, 2009;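 active means response, share of CD8 T cells binding vesicles, and their 90th percentile fluorescence all below set limits, cut at about 80% in these data, passing the limit was not always enough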
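Also added: QL9-peptide-loaded Drosophila micro-vesicles bearing Ld, ICAM-1 and B7-1; Test system: purified 2C TCR transgenic mouse naive CD8+ T cells; Measured by: cytometric PE anti-B7-1 and Alexa647 anti-CD8 signals after 1% paraformaldehyde fixation; Timing: binding step 1.5 h, 37 °C, antibody labelling 20 min, ice.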
T cell modulator vesicle-bound %: also measured in T cell modulator; calls as there; double positive events, %; measured here: CD8+ vesicle-bound cell fraction;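 binding gate set so that unloaded-vesicle control wells show 10% double positive cells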
* hit, by the source's call; i = inactive.

Below each SMILES – T cell modulator vesicle-bound % | T cell modulator
CN1CCN(C2Cc3cc(Cl)ccc3Sc3cc(F)ccc32)CC1 (stereo unspecified)
  36.5 | i
CC1C(=O)N2CCCc3cc(NS(=O)(=O)c4ccccc4)cc1c32 (stereo unspecified)
  36.6 | i
CC(=O)c1ccccc1OCc1ccc(C(=O)c2ccccc2)cc1
  59.5 | i
COc1cc(OC)c(OC)cc1/C=C(\C#N)C(=O)NCc1cccs1
  50.5 | i
COc1cccc(-c2ncc3ccccc3c2COC(=O)c2ccc(F)cc2)c1
  28.0 | i
Cc1sc(NC(=O)c2ccc3ncsc3c2)c(C(N)=O)c1C
  39.9 | i
CCN(CC(=O)Nc1c(F)cccc1F)C(=O)CCC(=O)c1ccc(F)cc1
  33.3 | i
COc1ccc(C2(C)NC(=O)NC2=O)cc1OC (stereo unspecified)
  10.2 | i
CCCNC(=O)c1ccc(COc2ccc(C)cc2)o1
  45.3 | i
COc1ccc(S(=O)(=O)N2CCCOC2CNC(=O)C(=O)NCCc2ccco2)cc1 (stereo unspecified)
  10.4 | i
COc1ccc(OC)c(C(=O)NC(CC(N)=O)c2ccc(N3CCN(c4ccccn4)CC3)c([N+](=O)[O-])c2)c1 (stereo unspecified)
  9.4 | i
O=C(Nc1ccccn1)c1ccc(Cl)c(S(=O)(=O)N2CCc3ccccc32)c1
  22.2 | i
Cc1ccc(Nc2nc(N)nc(COC(=O)C3=COCCO3)n2)cc1
  41.8 | i
CCOc1ccc2[nH]c(=O)c(CN(CCCO)S(=O)(=O)c3ccc(F)cc3)cc2c1
  44.4 | i
CCCC(=O)N1CCC(CCC(=O)NC2CC2)CC1
  3.1 | i

Going on with the list:
Below each SMILES – T cell modulator vesicle-bound % | T cell modulator
CCN1CCN(c2ccc(S(=O)(=O)N3CCCCC3)cc2NC(=O)Cc2c(Cl)cccc2Cl)CC1
  60.9 | i
CCOc1ccc(N/C=C/C(=O)c2ccccc2)cc1
  31.8 | i
CC1CC(C)(C)N(C(=O)CN2CCN(C)CC2)c2ccccc21 (stereo unspecified)
  53.5 | i
Cc1ccc(SCC(=O)OC(C)C(=O)NC2(C#N)CCCCC2)cc1 (stereo unspecified)
  18.4 | i
CCC(C)(C)C1CCc2[nH]nc(C(=O)NC3CCCC3)c2C1 (stereo unspecified)
  39.1 | i
CCN(CC(=O)N1CCN(Cc2ccccc2)CC1)S(=O)(=O)c1ccc(F)cc1
  56.8 | i
COc1ccccc1CCNC(=O)c1ccc(Br)s1
  57.2 | i
COc1ccc(-c2cc(C(=O)Nc3cc(C)on3)c3ccccc3n2)c(OC)c1
  72.0 | i
CCOC(=O)C1CCCN(C(=O)c2cc(S(=O)(=O)N3CCCCC3)ccc2Cl)C1 (stereo unspecified)
  49.3 | i
COc1ccccc1CN1CC(C(=O)NCc2ccc(N3CCCC3=O)cc2)CCC1=O (stereo unspecified)
  2.0 | i
O=C(c1cc(=O)[nH]c2ccccc12)N1CC=C(c2ccccc2)CC1
  8.2 | i
O=C(NCCc1ccc(F)cc1)c1ccc(S(=O)(=O)N2CCCC2)cc1
  34.0 | i
CCN(C(=O)CSc1nc2ccccc2n1C)C1CCS(=O)(=O)C1 (stereo unspecified)
  37.4 | i
O=C(CC1CCCCC1)NCc1ccc(Cl)cc1
  57.6 | i
CCOC(=O)c1c2ccccc2[n+]([O-])n1[C@@H](C)C(N)=O
  20.4 | i

Other results:
Below each SMILES – T cell modulator vesicle-bound % | T cell modulator
CCOc1ccc(S(=O)(=O)N2CCN(C(=O)c3ccco3)CC2)cc1
  60.4 | i
O=C(NCc1cccnc1)C(=O)c1c[nH]c2ccccc12
  48.3 | i
Nc1nnc(SCC(=O)Nc2cccnc2Cl)s1
  20.5 | i
COc1ccc(C2=C(C=O)Cc3ccccc3O2)cc1
  36.9 | i
COc1ccc(C(=O)n2cc(C(C)=O)c3ccccc32)cc1
  12.5 | i
Cc1ccc(C(=O)NCC(=O)OCC(=O)N2CC(C)OC(C)C2)cc1 (stereo unspecified)
  32.1 | i
Cc1ccc(NC(=O)c2cc(S(=O)(=O)N(C)C)ccc2N2CCCC2)cc1F
  43.8 | i
Cc1ccc(-c2nc(CSCC(=O)NC3CCN(Cc4ccccc4)CC3)c(C)o2)cc1
  7.5 | i
CCn1ncc(CN2CCCC(C(=O)Nc3cccc(-c4cc5ccccc5[nH]4)c3)C2)c1C (stereo unspecified)
  67.8 | i
CC(C)CN1C(=O)C(=O)N(CC(=O)N2CCN(c3ccccc3)CC2)C1=O
  6.7 | i
COc1cc(OC)nc(Oc2cccc(C(F)(F)F)c2)n1
  59.3 | i
O=C(CSc1cccc2cccnc12)Nc1cc(C(=O)O)cc(C(=O)O)c1
  42.8 | i
CC[C@@]1(C(=O)OC)N[C@H](CN(C)S(=O)(=O)c2ccccc2)[C@@H]2C(=O)N(C)C(=O)[C@@H]21
  15.9 | i
CCOc1ccc(S(=O)(=O)NC(C)C(=O)NCc2ccncc2)cc1 (stereo unspecified)
  34.2 | i
CCCc1c(C(=O)N/N=C/c2ccco2)nnn1-c1nonc1N
  3.1 | i

5 consecutive records out of the list so far, quoted:
Below each SMILES – T cell modulator vesicle-bound % | T cell modulator
CCOc1ccc(S(=O)(=O)N2CCN(C(=O)c3ccco3)CC2)cc1
  60.4 | i
O=C(NCc1cccnc1)C(=O)c1c[nH]c2ccccc12
  48.3 | i
Nc1nnc(SCC(=O)Nc2cccnc2Cl)s1
  20.5 | i
COc1ccc(C2=C(C=O)Cc3ccccc3O2)cc1
  36.9 | i
COc1ccc(C(=O)n2cc(C(C)=O)c3ccccc32)cc1
  12.5 | i

Going on with the list.
Below each SMILES – T cell modulator vesicle-bound % | T cell modulator
CCN(CC)CCN(Cc1cc2cc3c(cc2[nH]c1=O)OCCO3)C(=S)NC
  56.5 | i
Clc1ccccc1CNCC1CCCO1 (stereo unspecified)
  49.5 | i
CCc1ccc(CNC(=O)c2nn(C)c3c2CS(=O)(=O)c2ccccc2-3)cc1
  41.6 | i
CCN(c1ccccc1)S(=O)(=O)c1ccc(C(=O)NCCc2ccc(S(N)(=O)=O)cc2)cc1
  29.8 | i
O=C(NC12CC3CC(CC(C3)C1)C2)c1cccnc1Cl
  62.6 | i
COCc1c(C(=O)N/N=C(\C)c2ccc(Cl)s2)nnn1-c1nonc1N
  9.7 | i
O=C(CSc1ccccc1)N1CCN(S(=O)(=O)c2cccs2)CC1
  25.0 | i
COc1cccc(C(C2C(=O)CC(C)(C)CC2=O)C2C(=O)CC(C)(C)CC2=O)c1
  5.9 | i
CNS(=O)(=O)c1cccc(C(=O)OCC(=O)NC(C)CCc2ccccc2)c1 (stereo unspecified)
  46.7 | i
O=C1CC(N2CCN(S(=O)(=O)c3ccc([N+](=O)[O-])cc3)CC2)C(=O)N1c1ccccc1F (stereo unspecified)
  36.2 | i
COc1ccc(C2=NS(=O)(=O)N(C)C(C(=O)N3CCCCC3)=C2)cc1OC
  40.1 | i
CCc1ccc(NC(=O)COC(=O)c2cccs2)cc1
  38.0 | i
O=C(Cn1cnc(S(=O)(=O)N2CCCC2)c1)Nc1ccccc1
  44.1 | i
CC(=O)c1ccc(N2CCN(S(=O)(=O)c3cn(C)c(C)n3)CC2)cc1
  13.0 | i
CC(=O)Nc1ccc(NC(=O)CSc2nnc3ccc(-c4cccnc4)nn23)cc1
  14.9 | i

Remaining list, next part:
Below each SMILES – T cell modulator vesicle-bound % | T cell modulator
CCn1nc(C(=O)NNC(=O)c2ccc(OC(F)F)cc2)c2ccccc2c1=O
  48.6 | i
COc1cc(/C=C/C(=O)OC(C)C(=O)c2ccccc2)cc(OC)c1OC (stereo unspecified)
  9.9 | i
Cc1ccc(S(=O)(=O)CCC(=O)OCC(=O)Nc2ccc(N3CCOCC3)cc2)cc1
  50.6 | i
COc1ccc(C2CC(c3ccc(OC)cc3OC(C)=O)=NN2C(=O)c2ccccc2)cc1 (stereo unspecified)
  25.6 | i
O=C(NC1CCCC1)c1cccc(S(=O)(=O)N2CCOCC2)c1
  46.3 | i
CCOc1ccc(NC(=O)CN(C)C(=O)CCCOc2ccc(Br)cc2)cc1OCC
  23.2 | i
COc1ccccc1-n1nnnc1SCC(=O)NC1CCCCC1
  22.4 | i
CCOc1ccc(-n2c(SCC(=O)O)nc3sc4c(c3c2=O)CCCC4)cc1
  59.4 | i
Cn1nc(C(=O)NCc2ccc(F)cc2)c2c1-c1ccccc1S(=O)(=O)C2
  8.0 | i
O=C(Nc1cccc(F)c1)N1CCC(c2ccccc2)CC1
  56.1 | i
CCCNC(=O)c1onc(CSc2ccc(F)cc2)c1C(=O)NCCOC
  7.7 | i
COc1ccccc1N1C(=O)CC(c2ccccc2)CC1=O
  41.1 | i
O=C(COC(=O)C1C2CC3OC(=O)C1C3C2)Nc1ccccc1 (stereo unspecified)
  40.8 | i
O=C(NNC(=O)c1ccc2c(=O)n3c(nc2c1)CCC3)c1cccc(Cl)c1
  21.3 | i
Cc1oc(-c2ccc(Cl)cc2)nc1CS(=O)CC(=O)NCCCN1CC(C)CC(C)C1 (stereo unspecified)
  10.0 | i

Next section
Below each SMILES – T cell modulator vesicle-bound % | T cell modulator
CCOC(=O)N1CCN(S(=O)(=O)N2CCCC(C(=O)NCc3ccccc3OC)C2)CC1 (stereo unspecified)
  45.2 | i
C=C1CCC2C(C)(C)[C@@H](O)CC[C@@]2(C)[C@@H]1COc1ccc2ccc(=O)oc2c1 (stereo partly specified)
  12.2 | i
O=C(CNC(=O)c1ccccc1F)OCCOc1cccc(Cl)c1
  39.5 | i
Cn1nccc1C(=O)Nc1cccc(S(=O)(=O)N2CCOCC2)c1
  22.3 | i
CCC(C)N(C(=O)CSc1nc(C)c(C)c(C)c1C#N)C1CCS(=O)(=O)C1 (stereo unspecified)
  17.0 | i
CCCN1CCN(S(=O)(=O)c2ccc(-n3cnnn3)cc2)CC1
  7.2 | i
O=C(CSC(=S)N1CCCC1)Nc1ncc(Cl)cc1Cl
  43.8 | i
OC(COC(c1ccccc1)c1ccccc1)CN1CCN(c2cccc(Cl)c2)CC1 (stereo unspecified)
  50.3 | i
CC(=O)N1CCN(c2ccc(NC(=O)c3ccco3)cc2Cl)CC1
  10.6 | i
COc1ccc(CN2CCN(Cc3ccc4cc(F)ccc4n3)CC2CCO)c(C)c1C (stereo unspecified)
  56.5 | i
Cc1c2ccccc2cc(Cc2ccccc2)[n+]1C
  59.1 | i
O=C(Nc1nc2ccc(F)cc2s1)c1ccc(N2CCCC2=O)cc1
  23.7 | i
CCS(=O)(=O)Nc1cc2c3c(c1)CCC(=O)N3CCC2
  29.3 | i
CC(=O)c1ccc(NC(=O)NC2CC(=O)N(c3ccc4c(c3)OCCO4)C2)cc1 (stereo unspecified)
  42.9 | i
Cc1oc2c(C)c3oc(=O)c(CCC(=O)NCCCn4ccnc4)c(C)c3cc2c1C
  54.3 | i

Other results
Below each SMILES – T cell modulator vesicle-bound % | T cell modulator
CC(C)CN(CCNC(=O)c1cn(C)c2ccc(S(=O)(=O)N3CCCC3)cc2c1=O)CC(C)C
  12.8 | i
N=c1c(C(=O)NC2CCCC2)cc2c(=O)n3ccccc3nc2n1CCCN1CCOCC1
  10.6 | i
O=C(OCC(=O)c1ccc[nH]1)c1ccc(Br)cc1
  8.1 | i
COc1ccccc1N1CCN(S(=O)(=O)c2c(C(=O)N3CCOCC3)c(C)n(C)c2C)CC1
  10.8 | i
Cc1ccc(-c2nc3cc(N)ccc3o2)cc1Br
  63.5 | i
O=C(Nc1ccnn1C1CCN(Cc2ccc(CO)o2)CC1)c1ccccc1
  32.6 | i
C=CCNc1nc2ccccc2nc1NS(=O)(=O)c1ccc(F)cc1
  14.9 | i
Cn1c(SCC(=O)Nc2ccccc2Br)nnc1-c1cnccn1
  39.1 | i
Cc1cc(C(=O)N(C)CC(=O)Nc2ccc(Cl)c(C(F)(F)F)c2)no1
  55.8 | i
O=S(=O)(NCc1ccccc1)c1ccc(NC(=S)NCc2ccco2)cc1
  20.3 | i
O=C(Nc1ccc(Cl)c(S(=O)(=O)N2CCCCC2)c1)c1ccco1
  33.6 | i
O=C(NCCC1CCCCN1S(=O)(=O)c1ccc(F)cc1)C(=O)NCc1ccccn1 (stereo unspecified)
  52.6 | i
COc1ncnc(NS(=O)(=O)c2ccc(N)cc2)c1OC
  33.0 | i
CCOC(=O)CNC(=O)COc1coc(CN2CCN(c3ccc(F)cc3)CC2)cc1=O
  29.9 | i
Cc1cccc(C)c1C(=NCCN(C)C)c1ccccc1
  23.2 | i

(further entries)
Below each SMILES – T cell modulator vesicle-bound % | T cell modulator
O=C(CN1C(=O)NC2(CCc3ccccc3C2)C1=O)NCC(F)(F)F (stereo unspecified)
  7.3 | i
CC1CCN(S(=O)(=O)c2cc3c4c(c2)C(C)C(=O)N4CCC3)CC1 (stereo unspecified)
  15.1 | i
Cc1nc2ccc(C(=O)N/N=C/c3ccccc3O)cc2[nH]1
  21.2 | i
O=C(Cn1cccn1)N1CCCC(N2CCN(c3ccccc3F)CC2)C1 (stereo unspecified)
  79.4 | i
O=C(CSc1nc(C(F)(F)F)cc(=O)[nH]1)N1CCCC1
  36.7 | i
CC(C)CC(NS(=O)(=O)c1ccccc1S(=O)(=O)NC(CC(C)C)C(=O)O)C(=O)O (stereo unspecified)
  31.8 | i
CCc1ccccc1N1C(=O)CC(Sc2nccc(C)n2)C1=O (stereo unspecified)
  68.0 | i
COc1ccc(CC(=O)OCC(=O)NC(=O)Nc2ccccc2F)cc1
  43.6 | i
O=C(O)c1cn2c3c(ccc(Cl)c3c1=O)OCC2
  15.6 | i
CCCn1c(SCC(=O)Nc2ccc(NC(=O)CC)cc2)nc2c1c(=O)n(C)c(=O)n2C
  22.4 | i
CCOc1ccc2nc(SCC(=O)NCc3ccc(S(N)(=O)=O)cc3)[nH]c2c1
  61.0 | i

Compound activity from PubChem BioAssay.

A portion of the library; the hit share may differ from the screen's.
